Tb PGK inh: T. brucei PGK inhibition; P07378; PGK/GAPDH coupled, Kinase-Glo luminescence, 60 min; 0.043% of 380,000 active; Potency, µM (titrated, usually from 57.5 µM), inactives show at the top dose activity change, negative = inhibition, most hits filed as inhibitors; further: potency means the concentration at half of the fitted maximal effect; on the % scale 0 is the no-effect control and ±100 the full control effect; nearly all actives have a fitted effect of over 60% in size
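Recombinant glycosomal PGK reaction used 1,3-bisphosphoglycerate generated in-well by GAPDH (100nM final) in 100mM TEA pH 7.6, 5mM MgCl2, 0.01% Tween-20. After 60 minutes at room temperature, ATP was read by Kinase-Glo Plus luminescence end-point.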
RXFP1 antagonist: RXFP1 (human) relaxin receptor antagonism. Q9HBX9. HEK293-RXFP1, relaxin-stimulated cAMP HTRF, 30 min; active compounds read low. activity change, negative = inhibition, % at 57.5 µM. 0.59% of 350,000 active. AID 1259400;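 active means activity change of -60% or lower, but not beyond a set lower limit; inconclusive means change between -60% and -40%, or beyond the set limit; inactive means change above -40%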; further: on the % scale 0 is the no-effect control and ±100 the full control effect
POLK inh: inhibitors of human DNA polymerase kappa; 0.53% of 400,000 active; Potency, µM (titrated, usually from 107 µM), for the others: at the highest dose activity, negative = inhibition, actives largely listed as inhibitors; purified Pol kappa, fluorescent DNA synthesis assay, 10 min; Q9UBT6; further: potency means the concentration at half of the fitted maximal effect; on the % scale 0 is the no-effect control and ±100 the full control effect
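Readout: fluorescence, taken kinetically at 0 and 10 min. Conditions: 10 nM Pol kappa, 15 min RT compound preincubation, 50 nM substrate final. Controls: enzyme-free buffer wells.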
Pol beta inh: inhibitors of human DNA polymerase beta | P06746 | Pol beta primer extension/strand displacement, fluorescence kinetic | Potency, µM (highest dose often 114 µM), inactives show at the top dose activity change, negative = inhibition, usual class: inhibitors | 1.3% of 340,000 active; further: potency means the concentration at half of the fitted maximal effect; on the % scale 0 is the no-effect control and ±100 the full control effect
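Values derive from four-parameter Hill fits of normalized kinetic data: reads at 0 and 10 min following addition of 50 nM substrate to 10 nM Pol beta preincubated 15 min with compound.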
APEX1 inh: blocks human APE1 abasic DNA cleavage; Potency, µM (top dose mostly 65.8 µM), without a hit: at the top dose activity change, negative = inhibition, actives largely listed as inhibitors; 0.35% of 350,000 active; recombinant APE1, TAMRA/BHQ-2 abasic DNA cleavage fluorescence;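 further: potency means the concentration at half of the fitted maximal effect; plate controls were vehicle for no effect and reference inhibitor for full effect; nearly all actives have a fitted effect of over 55% in size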
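Incision of a quenched TAMRA/BHQ-2 THF abasic-site duplex (50 nM) by 0.75 nM APE1, after 15 min compound preincubation, measured as fluorescence increase over three 60 s reads. Values normalized to buffer, DMSO and NSC13755 control wells.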
Anesthetic bind: candidate novel general anesthetic via apoferritin binding. P02791. apoferritin/1-aminoanthracene competitive binding, fluorescence. Potency, µM (top dose mostly 77.5 µM), for the others: at the top dose activity change, negative = displacement, usual class: inhibitors. 0.074% of 350,000 active. AID 485281; further: potency means the concentration at half of the fitted maximal effect; on the % scale 0 is the no-effect control and ±100 the full control effect; nearly all actives have a fitted effect of over 20% in size
Target sequence (P02791 2-175 limits assumed): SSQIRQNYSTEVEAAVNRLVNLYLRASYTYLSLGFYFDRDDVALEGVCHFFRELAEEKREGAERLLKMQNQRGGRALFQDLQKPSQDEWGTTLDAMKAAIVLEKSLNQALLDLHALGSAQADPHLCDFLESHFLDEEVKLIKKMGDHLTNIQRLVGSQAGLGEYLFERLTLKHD
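In PBS, apoferritin at 10 uM is loaded with 1-AMA from a 50% saturated solution. After 10 min of compound exposure at ambient temperature, reduced 535 nm fluorescence indicates probe displacement.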
BLM helicase inh: inhibitors of human Bloom syndrome helicase BLM | recombinant BLM DNA unwinding, fluorescence dequenching | P54132 | Potency, µM (top dose mostly 56.1 µM), inactives show at the highest dose activity change, negative = inhibition, actives largely listed as inhibitors | 0.2% of 350,000 active;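 further: potency means the concentration at half of the fitted maximal effect; plate controls were vehicle for no effect and no enzyme for full effect; nearly all actives have a fitted effect of over 35% in size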
Pol iota inh: inhibitors of human DNA polymerase iota; Q9UNA4; AID 588590; 1% of 390,000 active; Pol iota fluorescent replication assay, 10 min; Potency, µM (doses to about 115 µM), for the others: at the top dose activity, negative = inhibition, usual class: inhibitors; further: potency means the concentration at half of the fitted maximal effect
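Fluorescent replication assay read twice, at 0 min and 10 min after adding 50 nM (final) substrate. Enzyme (10 nM) and compounds were first incubated 15 min at room temperature; enzyme-free buffer wells were negative controls.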
Pol eta inh: inhibitors of human DNA polymerase eta. Potency, µM (doses to about 114 µM), without a hit: at the highest dose activity change, negative = inhibition, usual class: inhibitors. recombinant Pol eta, fluorescent DNA replication assay. 1.2% of 390,000 active. AID 588591; further: potency means the concentration at half of the fitted maximal effect; on the % scale 0 is the no-effect control and ±100 the full control effect
Target sequence (Q9Y253 whole entry, looked up): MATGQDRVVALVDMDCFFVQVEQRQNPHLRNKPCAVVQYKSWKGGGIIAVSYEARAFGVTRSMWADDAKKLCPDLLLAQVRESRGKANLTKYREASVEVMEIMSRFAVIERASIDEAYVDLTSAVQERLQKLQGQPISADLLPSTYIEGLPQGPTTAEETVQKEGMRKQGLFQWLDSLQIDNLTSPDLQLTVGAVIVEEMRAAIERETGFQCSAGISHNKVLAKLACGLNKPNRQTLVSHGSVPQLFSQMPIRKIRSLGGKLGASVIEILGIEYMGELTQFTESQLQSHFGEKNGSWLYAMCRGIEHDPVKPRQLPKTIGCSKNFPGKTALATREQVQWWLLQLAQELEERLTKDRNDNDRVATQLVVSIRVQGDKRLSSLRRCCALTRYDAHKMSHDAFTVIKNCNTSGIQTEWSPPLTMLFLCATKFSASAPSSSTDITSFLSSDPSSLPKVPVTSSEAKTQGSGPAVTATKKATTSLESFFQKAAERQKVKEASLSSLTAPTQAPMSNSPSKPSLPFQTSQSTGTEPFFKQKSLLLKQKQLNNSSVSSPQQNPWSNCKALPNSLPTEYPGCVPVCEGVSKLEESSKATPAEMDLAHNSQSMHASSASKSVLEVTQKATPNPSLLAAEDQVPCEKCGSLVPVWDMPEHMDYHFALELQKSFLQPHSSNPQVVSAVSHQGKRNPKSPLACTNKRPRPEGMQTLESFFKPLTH
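Pol eta (10 nM) was preincubated with compounds for 15 min at room temperature, after which fluorescent replication substrate (50 nM final) was added to start the reaction. Fluorescence was read kinetically at 0 and 10 min.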
* = called active by the depositor; i = inactive; ? = inconclusive; · = not tested or not shown; & = joins results of further samples; [ ] = remark or other dose. Unless noted, the call rests on the fitted dose curve; in most records, active means well fitted curve in the direction sought with a large enough effect; inconclusive means small, poorly fitted or top-dose-only effect, or another doubt; inactive means no such curve, though single readings can be large; an effect the other way counts as inactive or inconclusive.

SMILES	Tb PGK inh	RXFP1 antagonist	POLK inh	Pol beta inh	APEX1 inh	Anesthetic bind	BLM helicase inh	Pol iota inh	Pol eta inh
O=C(CNC(=O)c1ccc(Oc2ccccc2)cc1)OCc1ccc(Br)cc1	-6.3%	·	-2.4%	0.7%	5.2%	-9.3%	1.5%	7.9%	-8.9%
CCn1c2ccccc2c2nnc(SCC(=O)Nc3cc(C)on3)nc21	-1.5%	-7.0	-10.2%[60.1 µM]	?	-2.1%	-7.4%	-0.1%	-19.3%	1.4%
C=CCNC(=O)C1CC(=O)N(c2ccc(OCC(=O)Nc3ccc(Cl)cc3)cc2)C1 (stereo not drawn)	-12.5%	4.9	-6.5%	-9.6%	34.1%	0.0%	-14.1%	113.9%[activator]	-22.9%
CN(C(=O)COC(=O)/C=C/c1cn(-c2ccccc2)nc1-c1ccc2c(c1)OCCO2)C1CCS(=O)(=O)C1 (stereo not drawn)	-4.0%	-11.2	-0.6%	40.9%	-4.6%	3.2%	-8.6%	-9.5%	-9.4%
CCOc1ccc(CNC(=S)Nc2ccccc2)cc1Cl	-6.1%	10.6	-5.7%	42.3%	-12.2%	-15.6%	-7.8%	6.7%	-19.0%
COc1ccc(-n2nnnc2SCC(=O)c2ccc3c(c2)OCCO3)cc1	-2.0%	4.9	8.4%	-8.2%	-8.5%	-1.8%	-7.7%	-6.3%	-9.2%
Cc1cc(C(=O)N2CCN(c3ncccc3C#N)CC2)no1	i	5.4	-7.2%	-29.2%	2.0%	-3.0%	-2.7%	2.0%[58.9 µM]	-3.9%
COc1ccc(/C=C/C2=CC(C)(C)NC(=S)N2)cc1	i	-8.3	0.0%	5.7%	29.5%	-9.1%	-5.6%	130.8%[activator]	-7.0%
CC1=CC(c2ccccc2)n2nc(N)nc2N1 (stereo not drawn)	4.9%	·	-12.2%	·	·	·	·	1.9%	-8.7%
CC(C(=O)O)c1ccc(N2Cc3ccccc3C2=O)cc1 (stereo not drawn)	-15.1%	·	1.2%[19.4 µM]	9.1%	11.8%&5.3%	0.3%&-5.4%	-11.7%&-3.5%	9.4%	-15.5%
C=C1C(C(=O)Nc2cccc(OC)c2)C1C(=O)Nc1cccc(OC)c1 (stereo not drawn)	i	-18.5	-11.7%	?	-8.1%	-18.0%	-1.6%	89.7%[activator]	-12.7%
CCCCc1nc2cc(C(=O)N3CCCCC3COC)ccc2o1 (stereo not drawn)	2.7%	-6.0	-7.8%	1.8%	-5.4%	-13.7%	-1.4%	9.3%	-2.7%
Cc1cc(C(F)(F)F)nn1Cc1n[nH]c(=S)n1-c1ccc(Cl)cc1	-1.6%	-10.7	-10.9%	5.8%	1.8%	30.2%[activator]	-0.8%	17.5%	-19.9%
Cc1cccc(CSc2nc3nc(C)cc(C)n3n2)c1	-7.1%	-0.9	8.6%	-6.9%	4.8%	-12.0%	-3.6%	-11.0%	5.8%
CCC(C(=O)Nc1nc(C)c(C(=O)OC)s1)c1ccccc1 (stereo not drawn)	-1.5%	0.3	-8.5%	?	2.4%	-13.5%	-11.0%	17.0%	-9.3%
CCc1ccc(-c2csc(NC(=O)Oc3ccccc3)n2)cc1	i	-8.5	1.4%	-7.5%[57.1 µM]	1.6%	?	-0.4%	68.0%[activator]	-24.7%
COc1c(C(=O)NNC(=O)c2ccccc2)csc1Br	-9.2%	-7.1	-5.8%	?	2.3%	-2.6%	-1.3%	-14.3%[58.9 µM]	-17.3%
CCc1ccccc1NC(=O)N1CCc2c([nH]c3ccccc23)C1c1ccc(C)cc1 (stereo not drawn)	·	-31.6	-5.3%	34.1%[activator]	·	1.3%	-7.1%	6.9%	·
COc1ccc(C2NC(=S)NC(O)(C(F)(F)F)C2C(=O)c2cccs2)cc1 (stereo not drawn)	i	-2.5	-6.2%	23.9%	0.2%	-6.6%	0.0%	-9.5%	-0.4%
Cc1ccccc1N(CC(=O)NC(C)(C)C)C(=O)CS(=O)CC(=O)Nc1ccc2c(c1)OCO2 (stereo not drawn)	-2.7%	-7.6	3.6%	-18.5%	1.3%	-14.6%	1.3%	14.3%	-10.2%

Another view of part of the listing above:
structure | Tb PGK inh | RXFP1 antagonist | POLK inh | Pol beta inh | APEX1 inh | Anesthetic bind | BLM helicase inh | Pol iota inh | Pol eta inh
Cc1cccc(CSc2nc3nc(C)cc(C)n3n2)c1 | -7.1% | -0.9 | 8.6% | -6.9% | 4.8% | -12.0% | -3.6% | -11.0% | 5.8%
CCC(C(=O)Nc1nc(C)c(C(=O)OC)s1)c1ccccc1 (stereo not drawn) | -1.5% | 0.3 | -8.5% | ? | 2.4% | -13.5% | -11.0% | 17.0% | -9.3%
CCc1ccc(-c2csc(NC(=O)Oc3ccccc3)n2)cc1 | i | -8.5 | 1.4% | -7.5%[57.1 µM] | 1.6% | ? | -0.4% | 68.0%[activator] | -24.7%
COc1c(C(=O)NNC(=O)c2ccccc2)csc1Br | -9.2% | -7.1 | -5.8% | ? | 2.3% | -2.6% | -1.3% | -14.3%[58.9 µM] | -17.3%
CCc1ccccc1NC(=O)N1CCc2c([nH]c3ccccc23)C1c1ccc(C)cc1 (stereo not drawn) | · | -31.6 | -5.3% | 34.1%[activator] | · | 1.3% | -7.1% | 6.9% | ·

Continued:
SMILES	Tb PGK inh	RXFP1 antagonist	POLK inh	Pol beta inh	APEX1 inh	Anesthetic bind	BLM helicase inh	Pol iota inh	Pol eta inh
CN(c1ccccc1C(=O)Nc1cccnc1)S(C)(=O)=O	6.0%	-10.5	-6.2%	22.9%	0.4%	-0.4%	-5.1%	1.0%	-3.9%
O=C(CCCc1ccccc1)NCc1ccc(F)cc1	-8.9%	9.3	-4.3%	9.4%	-8.7%	-11.0%	-3.8%	21.2%	-17.7%
O=C(NCN1CCOCC1)c1cnccn1	4.7%	6.2&18.5	8.4%	2.6%	-9.5%	-2.7%	-2.4%&2.1%	29.6%	-21.0%
CC(=O)Nc1ccc2c(c1)Cc1ccc(Cl)cc1-2	-1.7%	-10.2	-10.6%	·	·	·	·	79.4µM*	-21.1%
CC(C(=O)NC1(C#N)CCCCC1)N(C)CC(=O)Nc1ccc(Cl)c(Cl)c1 (stereo not drawn)	-6.7%	-7.5	-12.4%	·	-17.5%	·	·	28.9%	-22.5%
Cn1c(=O)n(C)c2cc(/C=N/NC(N)=S)ccc21	2.9%	1.1	-8.2%	-16.3%	-0.7%	-2.4%	1.7%	85.3%[activator]	11.0%
CCC1(c2ccc(F)cc2)NC(=O)N(CC(=O)Nc2ccccc2Cl)C1=O (stereo not drawn)	6.3%	16.1	-1.6%	49.1%	-3.3%	-5.8%	-6.0%	64.2%[activator]	-10.0%
CC(C)NC(=S)N1CCN(S(=O)(=O)c2cccc(C(F)(F)F)c2)CC1	-8.5%	4.8	-28.3%	16.2%	-1.5%	-5.6%	-0.1%	-21.6%	-8.8%
COC(=O)c1cc2occc2n1Cc1cccc(C)c1	-9.2%&6.4%	-8.4&-21.8	-18.1%&-9.5%	-27.5%&1.3%	2.3%	?	-9.6%&-14.0%	16.0%&21.9%	-4.9%&-13.6%
O=C1C[C@@H]2c3c(cccc3CN1Cc1ccccc1Br)C[C@@H](O)[C@H]2O	-3.0%	·	-4.6%&-17.4%	·	·	·	·	-10.5%&17.6%	1.3%
COc1ccc(NC(=O)c2c(NC(=O)c3ccncc3)sc3c2CCC(C(C)(C)C)C3)cc1 (stereo not drawn)	-2.8%	-9.7	-24.8%	-29.8%	·	-3.6%	-13.6%	-5.1%	-14.1%
C=CCn1c(SCC(=O)c2c(N)n(C)c(=O)n(C)c2=O)nc2sc(C)c(C)c2c1=O	-13.0%	-10.9	13.5%	1.4%	-1.7%	-7.4%	-3.6%	13.3%	-5.8%
CCN(N=O)c1ccc(C=C2C=Cc3ccccc32)cc1	2.6%	-12.2	-2.3%	·	·	·	·	35.2%[activator]	-9.7%
O=C1N=C(N2CCN(c3ccccc3)CC2)S/C1=C\c1cn[nH]c1-c1ccccc1	-8.9%	-5.8	-6.8%	14.4%	-6.4%	-8.4%	-0.5%	8.3%	-4.5%
COc1ccc(CN2CC(=O)N(c3ccc(C)cc3)C2=S)cc1OC	-1.0%	-7.2	-4.1%	-0.1%	0.7%	-6.6%	-1.0%	79.5%[activator]	-18.1%
CCOc1ccc(NC(=O)CN(C)C(=O)c2cccnc2Sc2ccc(C)c(C)c2)cc1OCC	3.2%	6.1	-20.3%	5.2%	-10.7%	-17.6%	-3.0%	1.2%	-9.8%
CCOC(=O)CC1COc2ccccc2N1C(=O)c1ccc(F)cc1 (stereo not drawn)	-7.4%	-16.1	-10.5%	2.7%	13.6%	-2.4%	-1.5%	154.0%[activator]	-8.2%
CCOC(=O)CNc1c(-c2ccc(Cl)cc2)nc2cnccn12	-2.5%	8.0	-22.0%	15.9%	11.3%	531.8%[activator]	-12.7%	1.5%	-6.2%
O=[N+]([O-])c1ccc(Cl)c(S(=O)(=O)Nc2cccc(-c3ccc(N4CCOCC4)nn3)c2)c1	-3.2%	-0.9	-15.8%	·	-3.0%	·	·	13.0%	?
COc1ccc(CCn2c(S)nc3ccccc3c2=O)cc1	-4.4%	-1.9	9.9%	0.8%	2.7%	6.0%	0.6%	-25.1%	-5.1%
O=C(CCCN1C(=O)c2ccccc2C1=O)Nc1ccccc1C(=O)N1CCOCC1	-0.1%	-2.7	-7.3%	2.4%	-8.6%	-10.0%	-0.8%	10.4%	-23.9%
O=C(CSc1nc2ccccc2c(=O)n1NC(=O)Cc1ccccc1)NCc1ccco1	-1.1%	-24.0	6.8%	25.2%	14.0%	-17.0%	-9.2%	-1.3%	-3.8%
O=C(COc1ccccc1Cl)Nc1ccccc1C(=O)N1CCOCC1	i	-0.1	0.3%	-17.9%	8.4%	-1.0%	-1.3%	14.9%	-24.0%

Some of the compounds tested, so the mix of outcomes need not match the whole.
